KKLEB tox – counter-screen for CF NF-kB inhibitors: cytotoxicity; KKLEB CF airway cells viability, ATPlite luminescence, overnight; stronger effect = lower value; cells stimulated with P. aeruginosa culture filtrate; activity change (cytotoxicity), % at 5 µM; hit rate 0.36% among 360,000;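 active = corrected activity change at or below -50% at 5 µM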
CaV13 ICDI inh – Primary screen for inhibitors of IQ motif and Ca2+-dependent inactivation inhibitor domain binding in CACNA1D, Förster resonance energy transfer in living cells, …; inhibition, % at 12.3 µM; hit rate 0.098% among 340,000; AID 743397; HEK cells, CFP/YFP FRET ICDI-IQ, plate reader, 10 min; percent FRET-ratio fall versus neutral wells;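 active = mean replicate inhibition of at least 30% and at least 1% of replicates passing that level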;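 also: 0% = median of the neutral control wells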
Vif imaging – blocks HIV Vif function; HEK293T cells, Vif self-association by quenched fluorescence, imaging, 24 h; inhibition, % at 7.49 µM; hit rate 0.35% among 340,000; in the data active = inhibition above about 50%, passing the limit was not always enough; also: some results filed as inactive read as strong as hits
Shn3 inh set2 – inhibitors of Schnurri-3 3'UTR reporter in osteoblasts | inhibition, % at 12.5 µM | hit rate 0.52% among 360,000 | Clone20 osteoblast Shn3 3'UTR firefly luciferase, 24 h;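 active = mean inhibition of at least 75% with every replicate also reaching 75%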;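 also: 0% = median of neutral control wells and 100% = pilot-screen positive control compound; some compounds past the cut are filed as inactive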
NR2E3 ag-1 – human photoreceptor-specific nuclear receptor agonism; hit rate 0.35% among 360,000; AID 602229; CHO-S Gal4-NCOR/VP16-NR2E3 two-hybrid, luciferase; inhibition of corepressor binding, % at 3.98 µM;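 active = inhibition above the mean of all tested compounds plus 3 SD, cut at about 70% in these data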;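 also: 0% = DMSO with NR2E3 transfected cells and 100% = cells lacking NR2E3 construct; higher means lower luciferase signal from less NR2E3 corepressor binding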
Target sequence (Q9Y5X4 whole entry, looked up, the tested form may be a part): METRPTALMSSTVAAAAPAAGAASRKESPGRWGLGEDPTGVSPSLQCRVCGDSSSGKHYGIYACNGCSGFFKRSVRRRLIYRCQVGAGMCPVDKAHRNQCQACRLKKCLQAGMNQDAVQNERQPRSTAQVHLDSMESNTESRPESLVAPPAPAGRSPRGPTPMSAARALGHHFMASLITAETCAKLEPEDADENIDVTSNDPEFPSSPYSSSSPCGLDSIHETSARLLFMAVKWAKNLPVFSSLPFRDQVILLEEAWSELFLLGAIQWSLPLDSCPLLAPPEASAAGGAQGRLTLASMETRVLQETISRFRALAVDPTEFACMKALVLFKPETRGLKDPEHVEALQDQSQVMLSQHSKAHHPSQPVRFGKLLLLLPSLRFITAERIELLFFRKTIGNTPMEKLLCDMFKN
CF NFkB inh – cystic fibrosis NF-kB activation inhibition; KKLEB NF-kB-GFP reporter, PAF-induced, GFP fluorescence overnight; inhibition, % at 5 µM; hit rate 0.86% among 360,000; AID 588850;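 active = at least 50% inhibition at 5 µM, scaled per plate between neutral and stimulator controls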;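 also: PAF is a Pseudomonas aeruginosa culture filtrate used as stimulus; plate controls were PAF-stimulated DMSO wells for no effect and unstimulated DMSO wells for full effect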
NR2E3 ag-2 – activates human photoreceptor nuclear receptor NR2E3. Q9Y5X4. GST-NR2E3/biotin-RetCOR TR-FRET, 1536-well. inhibition of corepressor binding, % at 4.78 µM. hit rate 0.12% among 320,000. AID 2300;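 active = percent inhibition above the cutoff of mean plus 3 SD of all tested compounds, set per screening campaign, cut at about 20% in these data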;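 also: 0% = DMSO wells and 100% = biotin wells as full block of FRET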
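system = GST-tagged NR2E3 plus biotinylated RetCOR corepressor | input = 1.35 nM GST-NR2E3 | also added = 7 nM biotin-RetCOR | schedule = 5 h incubation at 4 °C | measured by = TR-FRET with europium anti-GST and streptavidin-D2, 340 nm excitation | read-out = percent loss of FRET ratio relative to control wells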
Peg3 prom inh – inhibitors of Peg3 promoter; HeLa PEG-Prom luciferase reporter, luminescence, overnight; inhibition, % at 20 µM; hit rate 1.7% among 360,000; AID 588405;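 active = inhibition of at least 50% at 20 µM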
TRPM1 prom inh – MITF TRPM1 promoter inhibition in SK-MEL-5 cells | SK-MEL-5 TRPM1 promoter luciferase, 24 h | inhibition, % at 12.5 µM | hit rate 0.83% among 330,000;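 active = mean inhibition across replicates of 60% or more, whatever share of single replicates reaches that level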; also: values of inactives mirror those of a sister screen read the other way
PDI inh – inhibitors of human protein disulfide isomerase; hit rate 0.052% among 350,000; PDI insulin aggregation turbidity, A650, 90 min; P07237; inhibition, % at 10 µM;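 active = mean inhibition across replicates of 30% or more, whatever share of single replicates reach that level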;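 also: absorbance from insulin aggregation driven by PDI reduction with DTT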
Target sequence (P07237 whole entry, looked up): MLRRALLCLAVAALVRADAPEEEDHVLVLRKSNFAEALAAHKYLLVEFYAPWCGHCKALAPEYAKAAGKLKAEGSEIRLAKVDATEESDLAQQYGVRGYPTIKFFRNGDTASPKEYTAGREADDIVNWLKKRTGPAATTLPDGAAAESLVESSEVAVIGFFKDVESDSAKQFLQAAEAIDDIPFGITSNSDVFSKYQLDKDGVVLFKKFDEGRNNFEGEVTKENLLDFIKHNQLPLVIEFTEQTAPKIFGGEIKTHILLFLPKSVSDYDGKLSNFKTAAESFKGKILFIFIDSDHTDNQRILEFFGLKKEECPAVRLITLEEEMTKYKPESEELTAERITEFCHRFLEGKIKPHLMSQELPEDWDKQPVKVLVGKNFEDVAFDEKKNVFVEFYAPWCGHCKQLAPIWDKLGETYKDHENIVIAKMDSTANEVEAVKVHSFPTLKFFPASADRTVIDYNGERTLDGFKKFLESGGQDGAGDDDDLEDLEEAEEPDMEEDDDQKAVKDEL
HIF-2a inh – blocks HIF-2a reporter activity | hit rate 0.72% among 360,000 | inhibition, % at 18.8 µM | 786-0 RCC cells HIF-2a reporter, luciferase luminescence, overnight;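 active = inhibition of the luminescence signal of 40% or more relative to plate controls, in a single-dose primary screen at 18.75 µM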
Active calls of the source: *; x = not tested or not shown. Random draw from the library; any-hit rate near 3.3%.

Under each structure: KKLEB tox, CaV13 ICDI inh, Vif imaging, Shn3 inh set2, NR2E3 ag-1, CF NFkB inh, NR2E3 ag-2, Peg3 prom inh, TRPM1 prom inh, PDI inh, HIF-2a inh
1. COC(=O)CSc1nc2cc3c(cc2cc1C)OCO3
 : 15, 0, -6, -2, -19, -3, -3, -12, -1, 2, 11
2. Cc1cccc(C)c1NC(=O)CN(C)C(=O)C1CC1C (configuration not stated)
 : -16, -4, 19, -60, -17, -20, 1, -2, -2, -1, 5
3. Cc1nc2ccccc2c(=O)n1NC(=O)c1c(O)c2c(n(CC(C)C)c1=O)CCCC2
 : -7, -4, -11, -4, 4, -17, -4, 4, -4, 4, 33
4. O=C(CCNc1ccc(Cc2ccncc2)cc1)c1ccc([N+](=O)[O-])cc1
 : -2, -5, 19, 32, -18, -8, -1, -6, 8, -4, 3
5. COC(=O)N/N=C/c1sc(N2CCCCC2)nc1-c1cccs1
 : 8, -2, -6, 3, -19, -5, -2, 9, -14, 1, -14
6. COc1ccc(OC)c(-c2csc(NC(=O)CSc3nnnn3C)n2)c1
 : 6, -17, 12, -2, -2, -6, 3, 6, -7, -13, -24
7. CC(OC(=O)CCc1nc2ccccc2c(=O)[nH]1)C(=O)NCc1ccc2c(c1)OCO2 (configuration not stated)
 : -5, -5, -5, 6, 4, 3, 0, 6, -6, 11, 15
8. OC1(c2nc3ccccc3[nH]2)CCCCC1
 : 5, -9, -11, -7, -14, 14, 0, -7, 10, -10, 5
9. Cc1oncc1C(=O)NC(C)C
 : 9, -4, 2, 3, -8, -19, 0, 29, 7, 2, -1
10. CC(=O)Nc1ccc(NC(=O)CN2CCN(c3ccccn3)CC2)cc1
 : -4, -20, x, -3, -23, 0, 9, 5, -2, -5, 15
11. Cc1cc(NC(=O)c2ccc(S(=O)(=O)N3CCCC3)cc2)nc2c1c(=O)oc1ccccc12
 : -54*, -1, -10, 21, -25, 47, x, 47, 23, 4, -24
12. CCOC(=O)C1(CCCc2ccccc2)CCN(CCCn2cccn2)CC1
 : -27, -3, x, 29, 28, 16, 1, -8, 6, -16, 14
13. CCc1nc2ccc(C(=O)Nc3cccc(OCC(=O)N(C)C)c3)cn2c1N(C)Cc1ccc(N(C)C)cc1
 : -8, -5, 1, 8, -19, 14, x, -2, x, 8, -1
14. CCc1cc2cc(C(=O)N3CCN(Cc4ccccc4)CC3)sc2s1
 : 7, x, -3, -4, -6, 6, -3, -63, -27, -2, -134
15. CCOc1ccc2c(c1)C(C)=CC(C)(C)N2S(=O)(=O)c1ccc(F)cc1
 : -5, -2, -2, 20, -21, 9, -5, 31, 28, 2, 26
16. O=C1CCC/C1=C/Nc1ccc(Cl)cc1
 : -2, -1, 5, 3, -9, -26, 0, -73, -13, 1, -93
17. CN1CCN(NC(=O)CN2C(=O)/C(=C/c3ccccc3Cl)SC2=S)CC1
 : -5, -9, 1, 8, 4, 6, -4, 1, 2, -12, -9
18. Cc1cccc(CSC2=NCCN2C(=O)c2ccco2)c1
 : 14, 7, 10, 2, -7, -27, 3, -9, -13, 1, -7
19. O=C(NCc1ccco1)Nc1cccc(-c2ccccc2)c1
 : -19, -5, -13, 0, -7, 0, x, -6, 2, 4, -23
20. Cc1ccc(NCc2nnc(SCC#N)o2)c(C)c1
 : -4, x, x, -9, -6, 5, 5, -1, -3, -3, -16
21. COc1ccc(OC)c(NC(=O)CN2C(=O)NC3(CCCc4ccccc43)C2=O)c1 (configuration not stated)
 : 14, -6, x, -1, -16, 9, 3, -6, -2, -1, 11
22. C[C@@H]1CN(S(=O)(=O)C(C)(C)C)[C@H](CCO)/C1=C\c1ccccc1
 : 9, -9, -6, 12, -23, -8, x, -11, -7, 11, 7
23. CCC(CC)C(=O)Nc1nnc(S(=O)(=O)N2CCCCCC2)s1
 : 13, -7, -4, -7, -40, 0, 1, -6, -4, -2, 2
24. Cc1ccc(CSCC(=O)NCc2cccs2)cc1
 : 12, -3, -1, 19, -12, -12, -2, -30, -2, -3, 8
25. CC1=C(C(=O)OC2CCCCC2)C(c2ccc(C)o2)C2=C(CCCC2=O)N1 (configuration not stated)
 : -22, x, -3, -1, -8, 0, 4, 11, 7, -2, -12
26. CC(=O)c1sc(-c2ccc(F)cc2F)nc1C
 : 2, -13, 13, -25, 14, 11, 3, -31, -17, 8, -19
27. CC1(C)Cc2nc3sc4c(OCc5ccccc5)ncnc4c3cc2CO1
 : -23, -5, -3, 26, 1, -5, -2, -47, -5, 19, -60
28. O=C(NCc1ccccn1)c1ccc(NC(=O)c2ccco2)cc1
 : -11, 0, -2, -6, 5, 10, 0, -10, -9, -2, -3
29. COc1cc(NC(=O)CSc2nc3c(C)ccc(C)c3cc2C)c(C(=O)O)cc1OC
 : 11, -15, -4, -20, -3, -14, 1, 13, 3, -1, 16
30. CC(=O)c1c(C(C)=O)c(C)n(Cc2ccc(Cl)cc2)c1C
 : -2, -4, -17, 10, 7, -5, 2, 10, -2, 2, 22
31. O=C(CCc1ccccc1)Nc1ncn[nH]1
 : -1, 0, 5, -3, -4, 7, 1, 6, 2, -1, 13
32. Nc1cccc2[nH]c(=O)c3ccccc3c12
 : 3, -10, 12, 21, 8, 1, x, -3, -7, -1, -5
33. CCN(CC)CCNCc1ccc(-c2ccc(Cl)cc2)o1
 : -18, -9, 3, 4, 0, 15, -2, -8, -5, 13, 2
34. COc1ccc(S(=O)(=O)N2CCN(Cc3ccccc3)CC2)cc1
 : 5, -7, -3, 11, -4, -16, 6, 6, 12, -5, 10
35. O=C(NCCc1ccc(F)cc1)c1ccc([N+](=O)[O-])cc1
 : 7, 5, -6, -107, -87, -1, -2, -238, -56, 1, -217
36. O=C(N[C@@H]1C/C=C\C[C@H](CC(=O)N(CCO)Cc2ccccc2)C(=O)NC[C@@H](c2ccccc2)OC1=O)OCC1c2ccccc2-c2ccccc21
 : -6, -4, -1, 90*, -1, -5, x, 42, 21, -1, 8
37. COc1cccc(CNC(=O)C2CCN(S(=O)(=O)N3CCC(C)CC3)CC2)c1
 : 12, -15, -2, 6, 13, -16, 0, 9, 7, -2, 12
38. Cc1nc(SCC(=O)O)c(C#N)c(-c2ccco2)c1C(=O)N(C)C
 : 12, 0, 13, 12, -1, -3, -1, 0, 5, 2, 15
39. CC1(c2ccccc2)NC(=O)N(CC(=O)NCC2CCCO2)C1=O (configuration not stated)
 : 20, -2, -3, -12, -12, -20, 4, 1, -2, 22, 6
40. Cc1ccc(C(=O)NCc2occc2C(=O)O)o1
 : -3, -5, -4, -14, -12, 8, 3, 3, -2, -1, 8
41. O=C(N/N=C/c1coc2ccccc2c1=O)c1ccncc1
 : -4, x, -5, -3, -6, 18, x, 0, 5, 0, 3
42. O=C(CC1S/C(=N/N=C/C=C/c2ccccc2)NC1=O)Nc1ccc(Cl)c(Cl)c1 (configuration not stated)
 : -32, -5, 0, 13, 10, -13, 0, -25, 7, -3, -14
43. CCOc1ccc(NC(N)=O)cc1
 : 10, -8, 65*, -54, -36, 2, -1, 3, 5, -2, 1
44. COc1ccc(CSC(=N)N)cc1[N+](=O)[O-]
 : 2, x, 5, -15, -6, -5, 1, 2, 2, 6, 9
45. CCOC(=O)c1c(CC(C)C)csc1/N=C/C1C(=O)CC(C)(C)CC1=O
 : 1, -7, -4, 18, -13, 18, -1, 2, 8, 1, 6
46. COc1ccc(-c2n[nH]nc2C2=CC(=O)CC(C)(C)C2)cc1
 : -7, -6, 3, 13, -4, 28, x, 11, x, 8, 9
47. Cc1cccnc1Nc1nc(-c2ccc(O)cc2)cs1
 : -2, x, x, -34, -104, -9, 3, -323, -94, 2, -362
48. COc1ccc(/C=C2/N=C(SC3CCOC3=O)N(c3cccc(OC)c3)C2=O)cc1 (configuration not stated)
 : -2, -4, 2, -38, -19, 7, -4, -2, -1, 15, -21
49. Cc1cccc(OCC(=O)O/N=C(\N)c2ccccn2)c1
 : 1, -8, 6, -98, -98, -4, 1, -207, -94, 3, -211
50. CSc1nc(=S)n(-c2ccccc2)c(C)c1C(C)=O
 : -14, -20, -10, -68, 1, 9, 1, 3, 13, 8, -3

(next part)
Under each structure: KKLEB tox, CaV13 ICDI inh, Vif imaging, Shn3 inh set2, NR2E3 ag-1, CF NFkB inh, NR2E3 ag-2, Peg3 prom inh, TRPM1 prom inh, PDI inh, HIF-2a inh
51. Cc1ccccc1-c1nc2cc(Cl)ccc2o1
 : 4, x, -5, -120, -21, -10, 0, -268, -77, 3, -208
52. C/C(=N\NC(=O)c1ccccc1-n1cccc1)C1CC1
 : 4, -2, 13, -19, -15, -16, -1, -12, 3, -14, 7
53. CCN(c1cccc(C)c1)S(=O)(=O)c1ccc(OC)c([N+](=O)[O-])c1
 : -4, -2, 0, 6, -2, 1, 6, 12, 2, -6, -3
54. O=C(CSc1nnnn1C1CCCCC1)NCc1ccco1
 : 2, -5, x, -8, -8, -2, 3, -10, 9, 2, -8
55. CNC(=S)N(Cc1cccs1)Cc1cc2cc(OC)ccc2[nH]c1=O
 : 2, -6, -1, 37, -16, 4, 1, 11, -9, -9, 16
56. COc1ccc(C(=O)NCC(=O)OCC(=O)N2N=C(c3ccc(Cl)cc3)CC2c2ccco2)cc1OC (configuration not stated)
 : 6, -5, -5, 3, 4, 16, 0, -12, 7, 5, -12
57. N#C/C(=C\c1ccc2c(c1)OCCO2)C(=O)NC1CCCCC1
 : -6, -5, -6, -27, 8, 17, 0, -115, -7, -8, -28
58. CCOc1ccc(S(=O)(=O)N2CCC(C(=O)OC(C)C(=O)N(C)C3CCCCC3)CC2)cc1 (configuration not stated)
 : -21, x, -3, 7, 43, 18, 1, 23, 20, -8, 4
59. CC(=O)NC(c1cccc(F)c1)c1nc(-c2cc(F)cc(Cl)c2)cs1 (configuration not stated)
 : 1, -8, 1, -3, -5, -6, x, -12, x, 3, -31

Source: PubChem
